MT1-MMP txn act: MT1-MMP promoter transcription activation. 86,000 tested, 0.16% active. HT1080 MT1-MMP promoter luciferase reporter, luminescence, overnight; stronger effect = higher value. activation factor at 10 µM;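 active = activation factor of at least 2 for MT1-MMP transcription at 10 µM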
PLAP act: activates human placental alkaline phosphatase | P05187 | purified PLAP enzyme, luminescent substrate read-out; stronger effect = higher value | activation fold at 20 µM | 96,000 tested, 1.2% active; in the data active = activation fold above about 2
Pyk2 oligo antag: blocks oligomerization of human Pyk2 in cells. Q14289. Q293 cells, Pyk2 FERM NanoBiT luminescence; stronger effect = lower value. z-score (the deposit names both 25 µM and 10 µM). 99,000 tested, 0.83% active;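 active = Z-score of -3 or lower, scaled per plate to the spread of control and sample wells; inactive = z-score above -3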;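 note: negative z-score means lost luminescence so less FERM oligomerization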
Target sequence (Q14289 whole entry, looked up): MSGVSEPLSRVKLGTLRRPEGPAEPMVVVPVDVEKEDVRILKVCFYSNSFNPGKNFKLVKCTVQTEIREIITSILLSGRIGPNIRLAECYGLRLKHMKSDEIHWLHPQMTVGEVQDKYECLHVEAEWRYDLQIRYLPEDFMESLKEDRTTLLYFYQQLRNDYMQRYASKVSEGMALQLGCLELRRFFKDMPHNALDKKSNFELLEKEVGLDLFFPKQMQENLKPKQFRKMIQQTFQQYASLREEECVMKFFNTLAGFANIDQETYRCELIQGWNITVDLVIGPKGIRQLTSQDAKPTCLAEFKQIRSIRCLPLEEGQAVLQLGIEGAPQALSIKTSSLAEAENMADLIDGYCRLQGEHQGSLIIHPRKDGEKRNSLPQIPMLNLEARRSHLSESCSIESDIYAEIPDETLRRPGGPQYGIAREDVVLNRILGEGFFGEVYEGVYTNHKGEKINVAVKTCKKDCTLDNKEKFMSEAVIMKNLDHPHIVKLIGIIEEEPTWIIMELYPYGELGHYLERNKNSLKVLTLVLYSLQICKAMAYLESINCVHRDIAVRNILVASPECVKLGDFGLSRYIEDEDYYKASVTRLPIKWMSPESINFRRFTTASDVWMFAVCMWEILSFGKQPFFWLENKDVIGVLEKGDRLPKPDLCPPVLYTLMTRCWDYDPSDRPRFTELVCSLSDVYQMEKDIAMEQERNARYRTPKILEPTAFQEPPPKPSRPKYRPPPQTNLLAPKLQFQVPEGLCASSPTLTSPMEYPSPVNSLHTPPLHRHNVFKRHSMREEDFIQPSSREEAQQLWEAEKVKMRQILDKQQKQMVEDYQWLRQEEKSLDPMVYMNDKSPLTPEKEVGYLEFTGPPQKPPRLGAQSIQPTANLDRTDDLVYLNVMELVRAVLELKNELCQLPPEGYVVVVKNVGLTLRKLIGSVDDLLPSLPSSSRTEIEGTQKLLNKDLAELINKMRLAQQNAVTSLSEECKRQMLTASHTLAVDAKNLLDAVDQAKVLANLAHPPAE
Numbers without * were called inactive. The list is partial; count on the stated rates, not on these rows.

What do the screens show for `Fc1ccc2c(c1)C(c1ccncc1)=NNC(c1ccc(Cl)cc1)=N2`?
PLAP act: 0.8; Pyk2 oligo antag: -1.97

What do the screens show for `CC1CCCN(c2ccc(C(=O)NCc3cccs3)cn2)C1` (centres undefined)?
MT1-MMP txn act: 1.8; Pyk2 oligo antag: -0.2

How did COc1ccc(OC)c(NC(=O)CCN2CCCCCC2)c1 do in these assays?
MT1-MMP txn act: 1.2; Pyk2 oligo antag: -0.77

How did CN1CCN(c2ncccc2S(=O)(=O)N2CCCCC2)CC1 do in these assays?
MT1-MMP txn act: 1.1; Pyk2 oligo antag: 0.51

Results for CCCOC(=O)c1cc(-c2ccc(/C=C3/C(=O)N(C)C(=O)C(C#N)=C3C)o2)ccc1Cl ?
MT1-MMP txn act: 1; Pyk2 oligo antag: 1.09

Results for CCN(CC)S(=O)(=O)c1ccc(S(=O)(=O)N(CC(=O)Nc2ccccc2)Cc2ccco2)cc1 ?
MT1-MMP txn act: 1; Pyk2 oligo antag: 0.52

Results for CCOC(=O)CNc1c(-c2ccc(OC)cc2)nc2ccc(Cl)cn12 ?
MT1-MMP txn act: 1.6; Pyk2 oligo antag: 0.53

How did CC(C)(C)C1CCc2c(sc3nc(SCC(N)=O)nc(N)c23)C1 (centres undefined) do in these assays?
MT1-MMP txn act: 1.7; Pyk2 oligo antag: -0.37

Results for Cc1nn(C)cc1C1C2=C(CC(C)(C)CC2=O)OC2=C1C(=O)CC(C)(C)C2 ?
MT1-MMP txn act: 1.2; Pyk2 oligo antag: 0.74

Results for CCN(CC)S(=O)(=O)c1ccc(NC(=O)CN(c2cccc(C)c2)S(C)(=O)=O)cc1 ?
MT1-MMP txn act: 1; Pyk2 oligo antag: -1.04

How did Cc1ccccc1C(=O)NC1CC(C)(C)NC(C)(C)C1 do in these assays?
MT1-MMP txn act: 1.1; Pyk2 oligo antag: -0.18

Results for Cc1cccc(-n2nnnc2SCn2nnc3ccccc3c2=O)c1 ?
MT1-MMP txn act: 1.2; Pyk2 oligo antag: 0.57

What do the screens show for `C=CCn1c(SCC(=O)C(C)(C)C)nnc1-c1ccccn1`?
MT1-MMP txn act: 1.2; Pyk2 oligo antag: 0.09

How did O=C(NCc1ccco1)c1sc2cc(F)ccc2c1Cl do in these assays?
MT1-MMP txn act: 1.5; Pyk2 oligo antag: 0.19

How did Cc1cccc(Cn2c(=O)c3c(nc4n3CCN4Cc3ccco3)n(C)c2=O)c1 do in these assays?
MT1-MMP txn act: 1; Pyk2 oligo antag: -1.54

Structures listed so far that have a carbonyl joined to an NH by a bond outside any ring:
What do the screens show for `CC1CCCN(c2ccc(C(=O)NCc3cccs3)cn2)C1` (centres undefined)?
MT1-MMP txn act: 1.8; Pyk2 oligo antag: -0.2

How did COc1ccc(OC)c(NC(=O)CCN2CCCCCC2)c1 do in these assays?
MT1-MMP txn act: 1.2; Pyk2 oligo antag: -0.77

Results for CCN(CC)S(=O)(=O)c1ccc(S(=O)(=O)N(CC(=O)Nc2ccccc2)Cc2ccco2)cc1 ?
MT1-MMP txn act: 1; Pyk2 oligo antag: 0.52

How did CC(C)(C)C1CCc2c(sc3nc(SCC(N)=O)nc(N)c23)C1 (centres undefined) do in these assays?
MT1-MMP txn act: 1.7; Pyk2 oligo antag: -0.37

Results for CCN(CC)S(=O)(=O)c1ccc(NC(=O)CN(c2cccc(C)c2)S(C)(=O)=O)cc1 ?
MT1-MMP txn act: 1; Pyk2 oligo antag: -1.04

How did Cc1ccccc1C(=O)NC1CC(C)(C)NC(C)(C)C1 do in these assays?
MT1-MMP txn act: 1.1; Pyk2 oligo antag: -0.18

How did O=C(NCc1ccco1)c1sc2cc(F)ccc2c1Cl do in these assays?
MT1-MMP txn act: 1.5; Pyk2 oligo antag: 0.19

Next results follow:
What do the screens show for `O=C(NCC(=O)N(Cc1cccs1)C(C(=O)NC1CCCCC1)c1cccnc1)c1ccco1` (centres undefined)?
MT1-MMP txn act: 1.1; Pyk2 oligo antag: 0.04

What do the screens show for `c1cncc(Oc2cccc(Oc3cccnc3)c2)c1`?
MT1-MMP txn act: 1.2; Pyk2 oligo antag: 0.3

Results for CCc1nnc(NC(=O)CSc2nnc(-c3ccncc3)n2C)s1 ?
MT1-MMP txn act: 1.4; Pyk2 oligo antag: 0.41

What do the screens show for `CCCCNC(=O)C1CCCN1C(=O)Nc1ccccc1` (centres undefined)?
MT1-MMP txn act: 1.1; Pyk2 oligo antag: 1.58

How did CCN(CC)c1cc(C)c2ccccc2n1 do in these assays?
MT1-MMP txn act: 1.2; Pyk2 oligo antag: 0.62

Results for CCC(Sc1nccn1C)C(=O)Nc1cccc2ccccc12 (centres undefined) ?
MT1-MMP txn act: 1.1; Pyk2 oligo antag: 1.01

What do the screens show for `O=C(COC(=O)c1ccccc1)Nc1ccccc1N1CCOCC1`?
MT1-MMP txn act: 1; Pyk2 oligo antag: -1.13

How did CCOC(=O)c1n[nH]c2ccccc12 do in these assays?
MT1-MMP txn act: 1.1; Pyk2 oligo antag: 0.68

How did NNC(=O)CCc1c[nH]c2ccccc12 do in these assays?
MT1-MMP txn act: 1.2; Pyk2 oligo antag: 0.19

What do the screens show for `O=C(NC1CCCC1)C(c1ccccn1)N(C(=O)c1csnn1)C1CCCC1` (centres undefined)?
MT1-MMP txn act: 1; Pyk2 oligo antag: 0.08

How did CCOCCCNC(=O)C1CCN(S(=O)(=O)c2c(C)noc2/C=C\c2ccc(OC)cc2)CC1 do in these assays?
MT1-MMP txn act: 1.2; Pyk2 oligo antag: -0.43

What do the screens show for `Cc1cc(C)n(-c2nc(O)cc(=O)[nH]2)n1`?
MT1-MMP txn act: 1; Pyk2 oligo antag: 0.42

What do the screens show for `CCN(CC)CCNC(CC(=O)Nc1ccc(Cl)cc1Cl)C(=O)O` (centres undefined)?
MT1-MMP txn act: 1.1; Pyk2 oligo antag: 0.8

Results for CC(C)c1ccc(NC(=O)c2ccc(Br)o2)cc1 ?
MT1-MMP txn act: 1; Pyk2 oligo antag: -0.08

Results for CC(Oc1ccc(Cl)cc1Cl)c1nc(-c2ccc(NC(=O)c3ccncc3)cc2)no1 (centres undefined) ?
MT1-MMP txn act: 1; Pyk2 oligo antag: -0.49

What do the screens show for `CCOC(=O)c1ccc(Nc2c(CC)c(C)nc3ncnn23)cc1`?
MT1-MMP txn act: 1.1; Pyk2 oligo antag: -0.05

Results for CC(C)(C)OC(=O)C1C(=O)CC(C)(O)C(C(=O)OC(C)(C)C)C1c1ccco1 (centres undefined) ?
MT1-MMP txn act: 1.1; Pyk2 oligo antag: -1.1

Results for Cn1c(N)c(C#N)c(C#N)c1-c1ccccc1 ?
MT1-MMP txn act: 1; Pyk2 oligo antag: -1.04

What do the screens show for `Cc1cc(NC(=O)Cn2cnc3c(cnn3C(C)(C)C)c2=O)no1`?
MT1-MMP txn act: 1.2; Pyk2 oligo antag: -0.42

Results for CCC(C)Cn1c(S(=O)(=O)O)nc2ccccc21 (centres undefined) ?
MT1-MMP txn act: 1.2; Pyk2 oligo antag: -0.41

What do the screens show for `N#CCSc1ncccc1-c1nc2ccccc2[nH]1`?
MT1-MMP txn act: 1.4; Pyk2 oligo antag: -0.49

What do the screens show for `O=C(CSc1nnc(COc2cccc3cccnc23)o1)N1CCN(C(=O)c2ccco2)CC1`?
MT1-MMP txn act: 1; Pyk2 oligo antag: 0.29

What do the screens show for `Cc1ccc(NC(=O)Nc2ccc3c(c2)N(C)C(=O)CS3)nc1`?
MT1-MMP txn act: 1.1; Pyk2 oligo antag: -1.2

How did COc1ccc(C(=O)COc2cccc(NC(=O)c3ccco3)c2)cc1 do in these assays?
MT1-MMP txn act: 1; Pyk2 oligo antag: 0.2

How did CC(=O)OCc1nc2sc(C)c(C)c2c(=O)[nH]1 do in these assays?
MT1-MMP txn act: 1.2; Pyk2 oligo antag: -0.22

What do the screens show for `Clc1ccc(/C=N/Nc2nnc(Cl)c3ccccc23)cc1`?
MT1-MMP txn act: 1.6; Pyk2 oligo antag: -0.02

What do the screens show for `CSc1nnc(-c2cnccn2)n1C`?
MT1-MMP txn act: 1.1; Pyk2 oligo antag: 0.19

How did Cc1cc(-c2ccccc2)nc2cc(C(N)=O)nn12 do in these assays?
MT1-MMP txn act: 1.2; Pyk2 oligo antag: -1.01

What do the screens show for `COC(=O)CSc1nnc(CNc2nc(-c3ccccc3)cs2)n1C`?
MT1-MMP txn act: 1.2; Pyk2 oligo antag: 0.07

How did COC1CCCCC1Nc1ccc(C)c(C)c1 (centres undefined) do in these assays?
MT1-MMP txn act: 0.9; Pyk2 oligo antag: -0.05

How did O=C(CCCCn1c(=O)[nH]c2ccsc2c1=O)NCc1cccnc1 do in these assays?
MT1-MMP txn act: 1.1; Pyk2 oligo antag: 0.22

Results for CCOc1ccc(-c2nn[nH]n2)cc1OCC ?
MT1-MMP txn act: 1.1; Pyk2 oligo antag: 0.9

Results for CCCNC(=S)NCCN1CCCCC1 ?
MT1-MMP txn act: 1.2; Pyk2 oligo antag: 0.52

What do the screens show for `CCOC(=O)N1CCN(S(=O)(=O)c2ccc3c(c2)SC(C)C(=O)N3)CC1` (centres undefined)?
MT1-MMP txn act: 1.1; Pyk2 oligo antag: -0.05

How did CC(=O)c1c(C)[nH]c(C(=O)NCc2ccccc2Cl)c1C do in these assays?
MT1-MMP txn act: 1; Pyk2 oligo antag: 0.07

How did O=C(NC1(C(F)(F)F)C(=O)Nc2c1c(=O)[nH]c(=O)n2Cc1ccco1)C1CC1 (centres undefined) do in these assays?
MT1-MMP txn act: 1.1; Pyk2 oligo antag: -0.14

Results for Cc1cc(C)n(C(=O)c2c([N+](=O)[O-])c(C)nn2C)n1 ?
MT1-MMP txn act: 1; Pyk2 oligo antag: -0.09

How did C/C(N)=C(/C#N)C(=O)COc1ncnc2ccccc12 do in these assays?
MT1-MMP txn act: 1.1; Pyk2 oligo antag: 0.71

Results for O=C(c1cc2ccccc2oc1=O)N(Cc1cccs1)Cc1cccs1 ?
MT1-MMP txn act: 1.4; Pyk2 oligo antag: -1.6

Results for CCn1c(COc2ccc3c(c2)OCO3)nnc1SCC(=O)O ?
MT1-MMP txn act: 1.1; Pyk2 oligo antag: -0.3

How did CCOc1ccc(C(=O)Nc2c3c(nn2-c2cccc(Cl)c2)CS(=O)C3)cc1 (centres undefined) do in these assays?
MT1-MMP txn act: 1; Pyk2 oligo antag: 0.08

Results for C=CCc1c(C)nc(N)[nH]c1=O ?
MT1-MMP txn act: 1.4; Pyk2 oligo antag: -0.08

What do the screens show for `CCCCC(=O)NNC(=S)NC(=O)CCC`?
MT1-MMP txn act: 1.2; Pyk2 oligo antag: -0.85

How did O=c1c2ccccc2nc(-c2ccc(Cl)cc2)n1C1CCS(=O)(=O)C1 (centres undefined) do in these assays?
MT1-MMP txn act: 1.1; Pyk2 oligo antag: 2.89

Results for O=c1c2ccccc2nc(SCc2nnc(-c3ccccc3Br)o2)n1-c1ccccc1 ?
MT1-MMP txn act: 1.2; Pyk2 oligo antag: -2.08

Results for CCCC1(C(=O)OCC)NC(c2ccc(OC)cc2OC)C2C(=O)N(c3ccc4c(c3)OCCO4)C(=O)C21 (centres undefined) ?
MT1-MMP txn act: 1.2; Pyk2 oligo antag: 0.51

How did CCCc1nnc2n1N=C(c1ccc(OC)c(OC)c1)CS2 do in these assays?
MT1-MMP txn act: 1.1; Pyk2 oligo antag: 0.7

Results for Cc1cccc(-n2c(=O)[nH]c3c(C(N)=O)nc(C(C)C)nc32)c1 ?
MT1-MMP txn act: 0.9; Pyk2 oligo antag: -0.34

What do the screens show for `Cc1cccc(-n2nnnc2SCc2csc(-c3ccccc3)n2)c1`?
MT1-MMP txn act: 1; Pyk2 oligo antag: -1.8

Results for CC(C)(C)n1ncc2c(=O)n(CC(=O)NCc3ccco3)cnc21 ?
MT1-MMP txn act: 1.5; Pyk2 oligo antag: 0.08

How did COc1ccccc1NC(=O)CSc1nc2n[nH]c(C)c2c(=N)n1-c1ccccc1Cl do in these assays?
MT1-MMP txn act: 1.1; Pyk2 oligo antag: -2.91

What do the screens show for `Cn1cnnc1-c1cccc(NS(=O)(=O)c2ccc(N3CCCC3=O)cc2)c1`?
MT1-MMP txn act: 1.1; Pyk2 oligo antag: -0.82

What do the screens show for `COc1ccc(OC)c(-c2cc(C(=O)NCc3cccs3)no2)c1`?
MT1-MMP txn act: 1; Pyk2 oligo antag: -1.96

Results for O=C(Nc1ccccc1Cl)NC1(C(=O)N2CCCC2)CCCCC1 ?
MT1-MMP txn act: 1.3; Pyk2 oligo antag: 2.18

What do the screens show for `Cc1ccc(C)c(N(CC(=O)NCc2ccco2)C(=O)CCC(=O)Nc2ccccn2)c1`?
MT1-MMP txn act: 1.1; Pyk2 oligo antag: -0.75

How did Cc1cccc(C(=O)O/N=C2/CC3CCC2(C)C3(C)C)c1 (centres undefined) do in these assays?
MT1-MMP txn act: 1.2; Pyk2 oligo antag: -0.43

How did Cc1nc2ccccc2c(=O)n1NC(=O)c1ccco1 do in these assays?
MT1-MMP txn act: 1.2; Pyk2 oligo antag: 0.18

Results for Cn1c(=O)c2c(nc(CN3CCOCC3)n2CC(=O)c2ccccc2)n(C)c1=O ?
MT1-MMP txn act: 1.1; Pyk2 oligo antag: 0.56

What do the screens show for `Cc1sc2nc(CN3CCOCC3)nc(Oc3ccc(NC(=O)c4ccco4)cc3)c2c1C`?
MT1-MMP txn act: 1; Pyk2 oligo antag: -0.19

Results for CCn1nnnc1SCC(=O)Nc1ccc2c(c1)OCO2 ?
MT1-MMP txn act: 1.3; Pyk2 oligo antag: 0.78

Results for COC(=O)C1=C(C(=O)OC)C2(OC1c1ccc(Br)cc1)C(=O)c1ccccc1C2=O (centres undefined) ?
MT1-MMP txn act: 1.4; Pyk2 oligo antag: 1.31

How did COC(=O)Oc1c(Br)c(=O)oc2ccccc12 do in these assays?
MT1-MMP txn act: 0.9; Pyk2 oligo antag: -0.04

Results for O=c1[nH]c2cc3c(cc2cc1C(c1nnnn1C1CCCCC1)N1CCSCC1)OCCO3 (centres undefined) ?
MT1-MMP txn act: 1.1; Pyk2 oligo antag: 0.51

From PubChem
